CFTR F508del cor – correctors of CFTR F508del function in bronchial epithelial cells | 350,000 tested, 0.36% active | AID 720511 | CFBE cells, YFP halide quenching; stimulated with forskolin plus potentiator P3; % fluorescence drop versus neutral controls | activity (quench increase), % at 7.58 µM;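 active = mean added fluorescence quench of at least 8% versus neutral control, with both replicates also reaching 8%; inconclusive = only one of the mean or replicate conditions met; inactive = mean below 8% and not both replicates reaching 8%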;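 also: cells transiently co-express mutant CFTR-F508del with the halide-sensitive YFP; corrector assay measuring rescue of mutant channel to the surface after 24 h compound exposure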
esBAF inh – SWI/SNF esBAF complex inhibition | mouse ES cells, Bmi1-luciferase knock-in reporter, 24 h; 100% = twice the neutral-well signal | reporter increase, % at 12.5 µM | 350,000 tested, 2% active | AID 602393; in the data active = activation above about 40%; inconclusive = no clear call, values can overlap the other calls;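 also: 0% = median of the plate's neutral control wells and 100% = double that signal; a rise in the Bmi1 reporter signal indicates esBAF inhibition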
GSIS activator – GLuc luminescence reporter in INS-1E cells, primary screen for activators of glucose-dependent secretion of insulin. activation, % at 16.6 µM. 370,000 tested, 0.61% active. INS-1E GLuc reporter insulin secretion, 2-3 h;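 active = lowest replicate activation of at least 40%, so every replicate reaches that level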;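 also: 0% = median of neutral control wells and 100% = median of IBMX positive control wells; some compounds called inactive have numbers as strong as hits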
ARNT TACC3 PPI – disrupts binding between human ARNT and TACC3; Q9Y6A5; AlphaScreen His-ARNT PAS-B/GST-TACC3 binding, luminescence; TACC3 fragment carries E629A point mutation; inhibition, % at 9.99 µM; 390,000 tested, 0.66% active; AID 623870;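 active = mean inhibition of replicates at least 50% and at least half of replicates each reaching 50%; inconclusive = half or more replicates reach 50% but mean below 50%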;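 also: 0% = complete ARNT plus TACC3 wells and 100% = ARNT alone without TACC3; many hits fall short of the cut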
RAD54 inh – RAD54 (human) branch migration inhibition; Q92698; RAD54 Holliday junction branch migration, FAM/BHQ fluorescence; inhibition, % at 10.4 µM; 360,000 tested, 0.14% active;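 active = mean normalized replicate activity at least 40 and at least half of replicates scoring 40 or more; inconclusive = only one of the two criteria met; inactive = mean below 40 and under half of replicates reaching 40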;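 also: 0% = median of neutral control wells and 100% = median of positive control wells; inhibitors cause a drop in the FAM fluorescence signal; in these data hits start at about 50%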
RAD52 anneal inh – RAD52 (human) annealing inhibition; P43351; recombinant RAD52 DNA annealing, FRET fluorescence; inhibition, % at 18.7 µM; 360,000 tested, 0.46% active; AID 651710;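 active = every replicate showing at least 50% inhibition; inconclusive = mean inhibition at least 50% but not in every replicate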
XiGFP reactiv – activators of X-chromosome reactivation in mouse fibroblasts; activation, % at 7.58 µM; XiGFP mouse fibroblasts, % GFP-positive cells imaging, 3 d; cells co-treated with 5-aza-dC sensitizer; scaled so ellipticine positive control = 100%; 360,000 tested, 0.055% active; AID 743238;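 active = mean normalized replicate activation at least 10% and every replicate at or above 10%; inconclusive = only one of the two criteria met; inactive = mean below 10% and not all replicates reach 10%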;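 also: 0% = median of on-plate neutral control wells and 100% = ellipticine 6 µM median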
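Material: XiGFP fibroblasts, SV40-immortalized; Buffer or medium: DMEM containing 5-aza-dC; Compound dosing: single point; Times: 3 days compound exposure.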
ERAP1 inh – ERAP1 (human) enzyme inhibition; Q9NZ08; recombinant ERAP1, Leu-AMC fluorescence, 60 min; inhibition, % at 10.7 µM; 340,000 tested, 0.15% active; AID 652197;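 active = mean replicate inhibition of at least 30%, or all replicates individually reaching that 30% level; inactive = mean below 30% and not every replicate reaching it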;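 also: 0% = neutral control wells and 100% = L-leucinethiol positive control wells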
Target sequence (Q9NZ08 whole entry, looked up): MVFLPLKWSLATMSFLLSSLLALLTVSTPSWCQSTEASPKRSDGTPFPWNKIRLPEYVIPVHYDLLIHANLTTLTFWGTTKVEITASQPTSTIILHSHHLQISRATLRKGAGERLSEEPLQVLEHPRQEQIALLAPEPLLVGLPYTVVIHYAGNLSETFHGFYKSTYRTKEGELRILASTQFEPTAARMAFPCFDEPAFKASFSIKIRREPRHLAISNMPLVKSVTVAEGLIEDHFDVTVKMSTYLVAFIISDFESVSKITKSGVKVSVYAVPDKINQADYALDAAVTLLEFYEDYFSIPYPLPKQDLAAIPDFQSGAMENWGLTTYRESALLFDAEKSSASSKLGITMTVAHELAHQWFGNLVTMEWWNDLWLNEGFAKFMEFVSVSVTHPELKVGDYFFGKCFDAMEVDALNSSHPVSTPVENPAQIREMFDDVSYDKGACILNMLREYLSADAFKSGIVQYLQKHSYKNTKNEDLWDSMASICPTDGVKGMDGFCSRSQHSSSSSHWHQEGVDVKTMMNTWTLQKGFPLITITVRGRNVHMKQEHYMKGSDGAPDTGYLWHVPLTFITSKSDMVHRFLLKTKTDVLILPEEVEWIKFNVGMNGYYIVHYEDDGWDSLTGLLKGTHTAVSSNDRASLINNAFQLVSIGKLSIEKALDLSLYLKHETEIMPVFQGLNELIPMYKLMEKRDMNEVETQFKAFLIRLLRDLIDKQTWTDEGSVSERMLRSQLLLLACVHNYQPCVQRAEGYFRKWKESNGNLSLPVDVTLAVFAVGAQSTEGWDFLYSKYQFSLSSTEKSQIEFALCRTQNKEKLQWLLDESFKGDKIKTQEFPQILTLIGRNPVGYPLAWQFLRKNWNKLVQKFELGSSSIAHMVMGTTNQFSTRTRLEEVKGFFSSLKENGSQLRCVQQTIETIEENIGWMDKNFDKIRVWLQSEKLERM
Numbers without * were called inactive; u = inconclusive; x = no result given. The order is random (roughly 3.3% active in at least one column).

SMILES | CFTR F508del cor | esBAF inh | GSIS activator | ARNT TACC3 PPI | RAD54 inh | RAD52 anneal inh | XiGFP reactiv | ERAP1 inh
CC1(C)CC(NC(=O)C23CCC(C)(C2Br)C3(C)C)CC(C)(C)N1 (stereo not given) | -1.0 | 11 | 9 | -1 | -3 | -6 | 0.0 | 1
Cc1ccc(NC(=S)NCCc2ccc(S(N)(=O)=O)cc2)cc1C | x | x | 18 | 12 | -3 | x | 0.6 | x
Cc1ccc(S(=O)(=O)Nc2cccc3c2O[C@H](CN(C)Cc2ccc(Oc4ccccc4)cc2)[C@@H](C)CN([C@H](C)CO)C3=O)cc1 | 2.9 | 5 | -4 | 20 | 2 | 10 | 0.0 | 3
C=CCN=C1NC(c2cccc(F)c2)C(C(=O)OC)=C(C)N1C (stereo not given) | 4.5 | x | 23 | x | x | -7 | -0.1 | -1
CC1Sc2ccc(S(=O)(=O)CCC(=O)NCc3ccccc3)cc2NC1=O (stereo not given) | 1.5 | 6 | 17 | -4 | 8 | -3 | 0.0 | -4
CCOc1ccc(-n2c(C)cc(/C=N/N(C)C)c2C)cc1 | 2.3 | x | 24 | 8 | x | -18 | 0.0 | 1
CCOc1ccc(CC2S/C(=N/N=C/c3ccco3)NC2=O)cc1 (stereo not given) | 0.5 | x | 3 | -3 | x | -8 | 0.1 | 1
CC(C(=O)NN=C(c1ccccc1)c1ccccc1)N1CCOCC1 (stereo not given) | -0.2 | x | -4 | -7 | x | -9 | 0.0 | -2
Cc1cccc(C)c1NC(=O)CSc1nnc(-c2cccnc2)o1 | 3.1 | x | 19 | -5 | x | -8 | 0.1 | -2
Cc1nc2ccccc2c(=O)n1NC(=O)c1cncc(Br)c1 | -0.6 | x | -5 | -3 | x | -22 | 0.0 | -1
O=C(CN1C(=O)CCC1=O)Nc1ccc(Cc2ccc(NC(=O)CN3C(=O)CCC3=O)cc2)cc1 | -2.3 | -5 | -1 | -13 | 1 | -10 | 0.0 | -1
COc1cccc(CNc2nc3ccc(NC(C)=O)cc3s2)c1 | -1.8 | 1 | -5 | 4 | 1 | -4 | 0.0 | 0
O=C(O)c1cnc(-c2ccccc2)nc1C(F)(F)F | -2.0 | x | 2 | x | x | -4 | 0.0 | -2
COc1ccccc1-c1ccc2c(c1)O[C@@H](CN(C)Cc1ccc3c(c1)OCO3)[C@@H](C)CN([C@@H](C)CO)S2(=O)=O | 1.3 | -9 | -24 | 20 | -7 | 40 | 0.4 | 0
Oc1ccc(-c2nccc(-c3ccc(Br)cc3)n2)cc1 | 5.0 | u | 3 | -13 | 12 | -9 | 0.0 | 3
CC(C)Oc1ccc(/C=C/C(=O)NCC2COc3ccccc3O2)cc1 (stereo not given) | -1.1 | x | x | 1 | x | -15 | 0.1 | -1
CCCC#Cc1cnc2c(c1)C(=O)N([C@H](C)CO)C[C@H](C)[C@@H](CN(C)C(=O)C1CCOCC1)O2 | 0.2 | 2 | 0 | -6 | -16 | 14 | 0.1 | -3
COc1ccc(CCN(C)C(=O)CCCN2C(=O)c3cccc4cccc(c34)C2=O)cc1OC | 1.9 | x | 39 | 6 | -6 | -7 | 0.0 | 1
COc1ccc(S(=O)(=O)N[C@H]2CC[C@H](CC(=O)NCCc3ccccc3)O[C@@H]2CO)cc1 | -5.2 | -1 | 12 | -12 | 8 | 3 | 0.3 | 3
O=C(COC(=O)c1ccccc1Br)Nc1ccccc1F | 0.0 | x | -17 | -1 | x | 1 | 0.1 | -3

Structural class: the compounds so far with nitrogen in an aromatic ring
SMILES | CFTR F508del cor | esBAF inh | GSIS activator | ARNT TACC3 PPI | RAD54 inh | RAD52 anneal inh | XiGFP reactiv | ERAP1 inh
CCOc1ccc(-n2c(C)cc(/C=N/N(C)C)c2C)cc1 | 2.3 | x | 24 | 8 | x | -18 | 0.0 | 1
Cc1cccc(C)c1NC(=O)CSc1nnc(-c2cccnc2)o1 | 3.1 | x | 19 | -5 | x | -8 | 0.1 | -2
Cc1nc2ccccc2c(=O)n1NC(=O)c1cncc(Br)c1 | -0.6 | x | -5 | -3 | x | -22 | 0.0 | -1
COc1cccc(CNc2nc3ccc(NC(C)=O)cc3s2)c1 | -1.8 | 1 | -5 | 4 | 1 | -4 | 0.0 | 0
O=C(O)c1cnc(-c2ccccc2)nc1C(F)(F)F | -2.0 | x | 2 | x | x | -4 | 0.0 | -2
Oc1ccc(-c2nccc(-c3ccc(Br)cc3)n2)cc1 | 5.0 | u | 3 | -13 | 12 | -9 | 0.0 | 3
CCCC#Cc1cnc2c(c1)C(=O)N([C@H](C)CO)C[C@H](C)[C@@H](CN(C)C(=O)C1CCOCC1)O2 | 0.2 | 2 | 0 | -6 | -16 | 14 | 0.1 | -3

The listing continues:
SMILES | CFTR F508del cor | esBAF inh | GSIS activator | ARNT TACC3 PPI | RAD54 inh | RAD52 anneal inh | XiGFP reactiv | ERAP1 inh
Cc1ccc(C(=O)NCc2ccccn2)o1 | x | 2 | x | 19 | -6 | -1 | 0.0 | 15
CCCc1cc(=O)oc2cc(OCC(=O)NCCCN3CCOCC3)ccc12 | -0.5 | -6 | -8 | 1 | 4 | -11 | -0.1 | 0
N#C/C(=C(/O)CCl)c1nc2ccccc2[nH]1 | 3.3 | x | 0 | 4 | x | -44 | 0.7 | 5
Cc1ccc(S(=O)(=O)NC(C)c2ccccc2)cc1[N+](=O)[O-] (stereo not given) | -1.3 | -2 | -9 | 2 | 5 | -5 | 0.4 | -1
COc1cccc(-c2cnc3c(c2)C(=O)N([C@@H](C)CO)C[C@H](C)[C@@H](CN(C)CC2CCCC2)O3)c1 | 5.1 | 1 | -6 | 24 | 2 | 11 | -0.5 | x
O=C(Cc1ccc2c(c1)OCCO2)N1CCN(S(=O)(=O)c2cccs2)CC1 | 0.1 | x | 22 | -4 | -3 | -7 | 0.0 | -1
NC(=O)CSc1nnc(NC(=O)c2ccc(S(=O)(=O)N3CCCCC3)cc2)s1 | -1.1 | x | 11 | 0 | x | -3 | 0.1 | 4
COc1ccc(NC(=O)Nc2ccc3c(c2)C(=O)N([C@H](C)CO)C[C@@H](C)[C@@H](CN(C)C(=O)Nc2c(C)noc2C)O3)cc1 | -0.8 | 3 | 8 | -3 | 17 | 7 | -0.1 | 2
CC1CCCC(C)N1CC(O)Cn1c2ccccc2c2ccccc21 (stereo not given) | 6.2 | 12 | 8 | -6 | -7 | -10 | 0.6 | -1
COc1ccccc1CNC(=O)C[C@H]1C[C@H]2c3cc(NC(=O)CC4CC4)ccc3O[C@H]2[C@H](CO)O1 | 3.3 | 1 | -8 | 7 | -22 | x | -0.1 | x
O=C(Nc1cccc(S(=O)(=O)C(F)(F)F)c1)[C@@H]1O[C@H](CO)[C@@H](O)[C@H]1O | 1.0 | 9 | 43* | x | 3 | -15 | 1.9 | -4
COc1ccc(S(=O)(=O)N2CCOC2CNC(=O)C(=O)NCCN2CCOCC2)cc1C (stereo not given) | -0.1 | 1 | 1 | -1 | 6 | -10 | -0.1 | 1
O=C(C[C@@H]1CC[C@H]2[C@@H](COC[C@@H](O)CN2CC2CC2)O1)NCc1ccc(Cl)cc1 | 2.6 | -8 | 3 | -2 | 1 | 13 | 0.1 | 0
O=C(NNC(=O)c1csc(-c2cnccc2C(F)(F)F)n1)c1ccc(C(F)(F)F)cc1 | -1.9 | -6 | -2 | x | 0 | -14 | 0.0 | 0
C[C@H]1CN([C@@H](C)CO)C(=O)Cc2cc(NC(=O)c3ccncc3)ccc2O[C@@H]1CN(C)S(=O)(=O)c1cccs1 | -0.9 | 4 | 5 | -18 | -4 | -1 | -0.8 | 1
COc1ccccc1NS(=O)(=O)c1ccc(NC(=O)N2CCCCC2)cc1 | 5.3 | 4 | 5 | -12 | -10 | 1 | -0.2 | 0
CC1CC1c1ccc(/C=C(\C#N)C(=O)Nc2ccccc2Cl)o1 (stereo not given) | x | x | -26 | 3 | x | -83 | 0.0 | 8
Cc1ccccc1N(C(=O)CNC(=O)c1ccco1)C(C(=O)NC1CCCCC1)c1ccncc1 (stereo not given) | 0.7 | -6 | 0 | -4 | -1 | -4 | -0.1 | 2
COc1ccc(NC(=O)Nc2ccc3c(c2)C(=O)N([C@@H](C)CO)C[C@H](C)[C@@H](CN(C)C(=O)Nc2ccccc2)OCCCC[C@H](C)O3)cc1 | 3.3 | 2 | 3 | 0 | -15 | 17 | 0.1 | 5
CCOC(=O)C[C@@H]1OC[C@H](Cc2ccccc2)N1S(=O)(=O)c1ccc(C)cc1 | -3.4 | x | -37 | x | x | -3 | -0.1 | -3
COc1ccc(C(=O)Nc2nc(-c3ccccn3)cs2)cc1S(=O)(=O)N1CCOCC1 | 5.7 | 3 | 13 | 62* | -1 | -28 | -0.1 | 3
CCCCOc1ccc(NC(=O)C(=O)NCCCn2ccnc2)cc1 | x | x | -5 | -4 | x | -2 | 0.1 | 11
Cc1c(N)ccc(-n2nc3ccccc3n2)c1C | 1.1 | x | 5 | x | -4 | -42 | -0.1 | x
C[C@H](CO)N1C[C@H](C)[C@H](CN(C)S(=O)(=O)c2cccs2)Oc2ccc(NC(=O)Nc3ccc(F)cc3)cc2C1=O | -0.5 | -4 | x | -2 | -8 | -12 | x | 2
O=C(COc1ccc(Cl)cc1Cl)N1CCCC1 | 0.1 | 6 | 5 | -3 | -1 | -8 | x | -1
COc1cc(OC)cc(-c2c(Sc3ccccc3)c3cc(-c4ccc(OC)c(OC)c4)ccc3n2C)c1 | 0.9 | x | -1 | x | x | -17 | 0.1 | -2
C[C@@H]1CN([C@H](C)CO)C(=O)CCCn2cc(nn2)CO[C@@H]1CN(C)C(=O)Oc1ccccc1 | 0.0 | -3 | 8 | -5 | -7 | 12 | 0.3 | 3
O=C(NCCF)[C@H]1C[C@@H]1[C@H](NP(=O)(c1ccccc1)c1ccccc1)c1ccccc1 | 2.6 | 5 | 6 | -2 | 1 | -2 | 0.2 | -1
CC(=O)NC[C@H]1[C@@H](c2ccc(-c3cccnc3)cc2)[C@@H](CO)N1C(=O)CC1CC1 | -2.7 | x | 7 | x | x | 1 | -0.1 | 2
Cc1ccc(N2C(=O)CS(=O)(=O)CC2=O)cc1 | x | x | -12 | x | 4 | -9 | 0.0 | 14
CCOc1ccc(C(=O)CCC(=O)Nc2ccncc2)cc1 | -1.5 | 5 | 0 | -2 | -4 | 3 | 0.1 | 6
O=C(C[C@H]1CC[C@H](NC(=O)c2cccc(F)c2)[C@H](CO)O1)NCCN1CCCC1 | -2.1 | 2 | 3 | -6 | -2 | -13 | -0.1 | 0
COc1cc(C(=O)NCC(=O)NNC(=O)CN(C)S(=O)(=O)c2ccc(Cl)cc2)cc(OC)c1OC | -0.5 | -4 | -10 | 0 | -8 | 11 | -0.7 | 0
O=C(Nc1ccc(Cc2ccc(NC(=O)C3CC3)cc2)cc1)C1CC1 | -3.7 | x | 8 | -6 | x | -16 | -0.5 | 6
CSc1n[nH]c(/N=C/c2oc(O)c3ccccc23)n1 | 1.3 | x | -6 | -14 | x | -5 | 0.5 | 0
O=C(Nc1cc(C(F)(F)F)cc(C(F)(F)F)c1)Nc1cnn(-c2ccc([N+](=O)[O-])cc2)c1C(F)(F)F | 2.8 | -48 | 5 | -1 | -4 | -16 | 0.1 | x

Screening data from PubChem BioAssay.
